RGS12 GoLoco inh = qHTS Assay for Inhibitors of RGS12 GoLoco Motif Activity (Red Fluorophore); Guanine nucleotide-binding protein G(i) subunit alpha-1 (Homo sapiens), P63096; Potency, µM (series often up to 61.6 µM), inactives show at the top dose activity, negative = inhibition, actives largely listed as inhibitors; actives 0.44% (n = 230,000); Gai1:RGS12 GoLoco peptide FP, rhodamine, 10 min; active = well fitted inhibition curve with a large enough effect, not every such curve was filed as active; inactive = no such curve, though single readings can be large or run the other way; note: % is set by controls: 0 for no effect and ±100 for the full control effect; nearly all actives have a fitted effect of over 30% in size; many of its hits are not listed in these tables
Target sequence (P63096 whole entry, looked up): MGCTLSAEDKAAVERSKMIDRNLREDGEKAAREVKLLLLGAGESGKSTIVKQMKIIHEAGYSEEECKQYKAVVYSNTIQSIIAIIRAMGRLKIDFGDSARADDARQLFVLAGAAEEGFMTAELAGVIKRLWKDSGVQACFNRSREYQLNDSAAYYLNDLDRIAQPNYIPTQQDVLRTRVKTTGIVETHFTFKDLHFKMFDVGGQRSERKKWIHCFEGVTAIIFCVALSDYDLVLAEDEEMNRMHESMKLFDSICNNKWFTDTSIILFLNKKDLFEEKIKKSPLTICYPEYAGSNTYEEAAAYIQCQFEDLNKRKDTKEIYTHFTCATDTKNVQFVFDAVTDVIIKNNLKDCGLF
SMN2 splice enh = qHTS Assay for Enhancers of SMN2 Splice Variant Expression; HEK293 SMN2-luciferase splicing reporter, luminescence, 30-36 h; Potency, µM (highest dose often 46.1 µM), without a hit: at the highest dose activity change, positive = activation, most hits filed as activators; actives 2.8% (n = 210,000); note: % of control where 0% means no effect; nearly all actives have a fitted effect of over 55% in size
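qHTS luciferase splicing reporter: luminescence rises when SMN2 exon 7 is included in transfected HEK293 cells. Compound exposure lasted 30-36 h at 37C, with 4.5 mM final sodium butyrate as control, followed by a ONE-Glo read.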
Luc counter = Counterscreen for Luciferase (Kinase-Glo TM) Inhibition; Kinase-Glo luciferase, ATP luminescence, 8 min; Potency, µM (titrated, usually from 38.3 µM), inactives show at the highest dose activity change, negative = inhibition, most hits filed as inhibitors; actives 0.28% (n = 200,000); AID 1379, 2008; note: % is set by controls: 0 for no effect and ±100 for the full control effect; nearly all actives have a fitted effect of over 60% in size
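Recombinant Kinase-Glo luciferase, 10 uM ATP (linear range), luciferin; imidazole pH 7.2 / KCl / MgCl2 / Tween / BSA buffer; 8 min RT; luminescence.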
NPSR antagonist = qHTS Assay for Antagonists of the Neuropeptide S Receptor: cAMP Signal Transduction. Potency, µM (titrated, usually from 38.3 µM), for inactives: at the highest dose activity change, negative = inhibition, actives largely listed as inhibitors. CHO-NPSR cells, cAMP TR-FRET, antagonist mode. AID 1461, 2008. actives 1% (n = 220,000); note: % is set by controls: 0 for no effect and ±100 for the full control effect; nearly all actives have a fitted effect of over 50% in size; many of its hits are not listed in these tables
IMPase Li inh = qHTS Assay for Identifying the Cell-Membrane Permeable IMPase Inhibitors: Potentiation with Lithium. CHO-M1 cells, IP1 TR-FRET (IP-One), carbachol + lithium. Potency, µM (highest dose often 59.4 µM), inactives show at the highest dose activity, negative = IMPase inhibition, hits mostly inhibitors. actives 0.35% (n = 210,000). AID 1457, 2008;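 note: IP1 builds up when IMPase is blocked and the TR-FRET signal falls; plate controls were basal vehicle for no effect and high inhibitor control for full effect; nearly all actives have a fitted effect of over 50% in size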
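CHO cells stably expressing M1 receptor (2000/well) were cultured 16–30 h, then exposed to compounds with a small lithium addition for 30 min at 37C. IP1 was measured by TR-FRET competition; AC50 from Hill fits.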
KDM4E inh = qHTS Assay for Inhibitors of Human Jumonji Domain Containing 2E (JMJD2E); Potency, µM (series often up to 57.1 µM), inactives show at the top dose activity change, negative = inhibition, hits mostly inhibitors; JMJD2E catalytic domain, FDH-coupled NADH fluorescence (FDH is formaldehyde dehydrogenase); actives 1.6% (n = 230,000); Lysine-specific demethylase 4E (Homo sapiens), B2RXH2; active = well fitted inhibition curve with a large enough effect, not every such curve was filed as active; inconclusive = small, poorly fitted or top-dose-only effect, or another doubt; inactive = no such curve, though single readings can be large or run the other way;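 note: 0% = wells with enzyme and -100% = buffer wells without enzyme; nearly all actives have a fitted effect of over 50% in size; many of its hits are not listed in these tables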
RECQ1 helicase = qHTS Assay for Inhibitors of RecQ-Like Dna Helicase 1 (RECQ1) | ATP-dependent DNA helicase Q1 (Homo sapiens), P46063 | RECQ1 DNA unwinding, red fluorescence kinetic read | Potency, µM (titrated, usually from 57.3 µM), without a hit: at the top dose activity, negative = inhibition, actives largely listed as inhibitors | actives 0.54% (n = 240,000) | AID 2549, 2010;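 note: plate controls were vehicle for no effect and no enzyme for full effect; nearly all actives have a fitted effect of over 30% in size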
Target sequence (P46063 whole entry, looked up): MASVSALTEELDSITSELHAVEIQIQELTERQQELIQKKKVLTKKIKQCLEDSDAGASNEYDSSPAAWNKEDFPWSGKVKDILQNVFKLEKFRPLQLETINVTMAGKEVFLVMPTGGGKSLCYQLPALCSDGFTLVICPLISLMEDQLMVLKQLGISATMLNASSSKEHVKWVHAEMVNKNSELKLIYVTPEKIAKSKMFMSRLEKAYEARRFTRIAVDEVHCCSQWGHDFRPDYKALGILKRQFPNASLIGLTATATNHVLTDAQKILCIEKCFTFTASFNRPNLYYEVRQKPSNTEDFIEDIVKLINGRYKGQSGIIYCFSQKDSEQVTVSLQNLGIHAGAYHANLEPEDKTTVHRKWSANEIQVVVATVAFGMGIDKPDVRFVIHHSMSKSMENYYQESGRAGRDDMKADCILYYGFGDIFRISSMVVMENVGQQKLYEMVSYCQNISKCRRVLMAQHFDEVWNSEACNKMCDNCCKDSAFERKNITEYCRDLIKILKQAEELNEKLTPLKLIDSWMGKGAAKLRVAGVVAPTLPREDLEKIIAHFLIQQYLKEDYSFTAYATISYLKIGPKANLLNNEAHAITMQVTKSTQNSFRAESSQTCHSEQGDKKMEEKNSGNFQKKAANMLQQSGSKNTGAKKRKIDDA
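50 nM RECQ1T1 preincubated 15 min with compound in Tris pH 8.0 buffer with MgCl2, DTT, Tween-20 and 2.5 ug/ml poly(dI-dC); started with 200 nM TAMRA/BHQ-2 forked duplex and 2 mM ATP. Unwinding read as fluorescence (525/598 nm), two reads 2 h apart.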
Epigenetic reg = Quantitative High-Throughput Screen for Regulators of Epigenetic Control; murine LDR cells, GFP reporter derepression, 30 h; Potency, µM (doses to about 53.9 µM), without a hit: at the top dose GFP activation, actives largely listed as activators; actives 0.2% (n = 280,000); note: % of control where 0% means no effect; nearly all actives have a fitted effect of over 60% in size
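Reporter derepression read as number of fluorescent GFP-positive objects, 20-120 um in size, counted by laser-scanning cytometer. Mouse LDR line with an epigenetically silenced CMV-GFP locus; compound incubation 30 h, 37 C.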
* hit, by the source's call; i = inactive; ? = inconclusive; · = not tested or not shown; [ ] = another dose, or the depositor's remark. Unless noted, calls come from the whole dose curve; as a rule, active = well fitted curve in the direction sought with a large enough effect; inconclusive = small, poorly fitted or top-dose-only effect, or another doubt; inactive = no such curve, though single readings can be large; an effect the other way counts as inactive or inconclusive. Potency is the fitted concentration of half-maximal effect. The list is partial. The share of hits here may be higher or lower than overall.

SMILES	RGS12 GoLoco inh	SMN2 splice enh	Luc counter	NPSR antagonist	IMPase Li inh	KDM4E inh	RECQ1 helicase	Epigenetic reg
Cc1ccc(NC(=S)NNC(=O)c2c(Cl)c(C)nn2C)cc1	3%	·	16%	4%	1%	1%	-6%	0.0%
Cc1ccc(NC(=O)CC(C)N2CCCC2)cc1 (stereo unspecified)	5%	?	1%	5%[46.1 µM]	45%[activator][38.3 µM]	-5%	0%	?
CC(C)OCCCNc1nc2c(c(=O)n(Cc3ccccc3F)c(=O)n2C)n1C	6%	-18%	6%	-24%[46.1 µM]	-23%[38.3 µM]	3%	-4%	-0.7%
Cc1ccc2cccc(NC3OC(=O)c4ccccc43)c2n1 (stereo unspecified)	-7%	9%	0%	15%	-6%	6%	19%	-0.9%
Cc1cc(C(=O)COC(=O)C2=COCCO2)c(C)n1-c1ccc2c(c1)OCO2	16%	-27%	-12%	-23%[46.1 µM]	5%[38.3 µM]	?	-9%	2.5%
COc1cc2nc(CN(C)Cc3ccc(F)cc3)[nH]c(=O)c2cc1OC	-2%	0%	0%	5%	4%	-7%	i	1.1%
S=c1[nH]nc(-c2ccco2)n1/N=C/c1ccccc1Cl	·	·	·	6%[46.1 µM]	·	2%	1%	0.6%
COc1cccc(C(=O)Nc2cc(C)on2)c1OC	5%	·	1%	18%	-3%	6%	-10%	0.5%
Cc1ccc(-c2cc(C(=O)NC3=NCCS3)c3ccccc3n2)cc1C	13%	14µM*	-3%	-5%[46.1 µM]	6%	?	-8%	0.0%
Cc1nn(-c2cccc(C(=O)O)c2)c(C)c1Oc1ccccc1O	-2%	-7%	-1%	-7%[46.1 µM]	-3%[38.3 µM]	5%	-3%	2.8%
Cc1cccc(NC(=S)N(CCN(C)C)C(C)c2ccco2)c1 (stereo unspecified)	-8%	3%[1.84 µM]	-3%	4%	5%	0%	-2%	0.0%
O=C(O)c1cn(Cc2ccccn2)c(=O)c2ccccc12	-3%	1%	1%	20%	-1%	?	3%	-1.4%
Cc1cc(N2CCOCC2)ccc1/C=C1/SC(=O)NC1=O	5%	22µM*	13%	-37%	5%	-11%	-7%	1.8%
O=C(CN1CCCC1)Nc1ccc(F)cc1	4%	·	-4%	-9%	3%	?	i	0.0%
C=CCN1C(=O)C(C)(C)N(C(C)=O)c2ccccc21	-2%	5%	1%	7%	-3%	-5%	-3%	-3.5%
C/C=C/c1ccc2oc(-c3ccc(O)cc3)c(C)c2c1	5%	?	0%	·	2%	?	-2%	4.5%
CCN(CC)S(=O)(=O)c1ccc(N2CCOCC2)c(NS(=O)(=O)c2ccc(C)c(C)c2)c1	9%	6%	6%	-28%	-1%	-6%	-7%	1.1%
O=C(NC(=O)N1CCN(c2ccc([N+](=O)[O-])cn2)CC1)c1ccccc1F	4%	·	·	-8%	·	8%	-6%	0.0%
CCCCN(C(=O)c1cc2ccccc2o1)c1c(N)n(CC(C)C)c(=O)[nH]c1=O	8%	3%	-1%	1%	0%	16%	-10%	0.0%
NS(=O)(=O)c1ccc(NNC(=O)c2ccccc2)cc1	2%	·	·	-7%	·	2%	-1%	1.1%
COc1ccc(Nc2nc(NCc3ccco3)nc(N3CCOCC3)n2)cc1	2%	·	·	-12%	·	2%	i	0.0%
CC(O)CNCCOc1ccccc1-c1ccccc1 (stereo unspecified)	-21%	-42%[inhibitor]	0%	16%	7%	8%	i	0.1%
O=C1c2ccccc2C(=O)N1CCCCN(C(=O)c1ccc(Cl)s1)c1ccc(Cl)cc1	-3%	-26%	-4%	-48%	18%	-8%	-4%	0.0%
CCC(CC)NC(=O)Nc1cccc(C)c1C	-4%	-2%	1%	18%	5%	-4%	i	-1.2%
CCOC(=O)C1C(c2cc(OC)c(OC)c(OC)c2)NC(=S)NC1(O)C(F)(F)F (stereo unspecified)	-19%	?	4%	-9%[46.1 µM]	-5%[38.3 µM]	1%	-3%	-0.9%
Cc1[nH]nc(-c2ccc(OCc3cnn(-c4ccccc4)c3)cc2O)c1Oc1ccc(F)cc1	27%	-3%	-6%	-29%[46.1 µM]	1%[38.3 µM]	?	-25%	14%
CC(C)(C)C(=O)O/N=C1\CCS(=O)(=O)c2sccc21	3%	-17%	0%	15%	-2%	1%	-1%	-1.3%
Cc1cc(C)cc(N(CCC(=O)Nc2nnc(C3CC3)s2)S(=O)(=O)c2ccc(Cl)cc2)c1	0%	16%[1.84 µM]	-3%	-13%	4%	7%	-12%	2.8%
Nc1ccccc1NC1=CC(=O)CC(c2ccco2)C1 (stereo unspecified)	21%	10%	1%	-16%[46.1 µM]	18%[38.3 µM]	-11%	-5%	0.0%
O=C(C[N+]12CN3CN(CN(C3)C1)C2)c1ccc(-c2ccccc2)cc1	3%[14.2 µM]	-6%[9.22 µM]	-3%[7.66 µM]	·	-3%	·	·	·
CCc1c(C)nc2ncnn2c1N1CCCC(C(=O)NCc2ccco2)C1 (stereo unspecified)	3%	-16%	-4%	-4%[46.1 µM]	22%[38.3 µM]	-7%	i	2.1%
COc1ccc(/C=N/NC(=O)c2ccccc2Cl)cc1CSc1nc2ccccc2s1	1%	-43%[inhibitor]	1%	15%[46.1 µM]	32%[activator][38.3 µM]	?	i	-0.8%
CC1CC(Nc2ccccc2N)=CC(=O)O1 (stereo unspecified)	9%	-2%	-3%	-8%[46.1 µM]	15%[38.3 µM]	-4%	-10%	-1.7%
CCOc1ccccc1C1C(C#N)=C(N)Oc2cc(C)n(Cc3ccccn3)c(=O)c21 (stereo unspecified)	8%	-11%	-2%	-17%[46.1 µM]	0%[38.3 µM]	-26%	-3%	-2.6%
COC(=O)c1ccc(N2C(=O)CC(Sc3n[nH]c(C)n3)C2=O)cc1 (stereo unspecified)	32%[activator]	-4%	0%	6%[46.1 µM]	0%[38.3 µM]	-3%	-1%	-2.4%
COc1ccc2c(c1)O[C@H](c1ccc3c(c1)OCO3)[C@@H](OC(=O)Nc1ccc(C)c(Br)c1)C2=O	7%	-3%	1%	·	12%	-13%	-1%	-1.1%
CCOc1c2ccc(C(=O)N[C@H](C)C3CCCCC3)cc2nn1CC	7%	-24%	-3%	-7%[46.1 µM]	-7%[38.3 µM]	?	-9%	-0.4%
Nc1c(Cl)cc(Cl)cc1C(=O)OCC(=O)N1CCOCC1	14%	?	6%	7%	0%	?	i	-4.3%
CSc1nccc(-c2nn(-c3ccc(C)cc3)ccc2=O)n1	40%[activator]	-35%	0%	-5%[46.1 µM]	?	?	-6%	-1.4%
CCc1nnc(NC(=O)c2cc(S(=O)(=O)N(CC)CC)ccc2Cl)s1	-1%	1%	18%	-16%[46.1 µM]	19%[38.3 µM]	10%	-6%	4.7%
O=C(NCCNc1ccc2ccccc2c1)c1cccn2c(=O)c3sccc3nc12	7%	10%	-3%	-15%	14%	-1%	3%	2.6%
Cc1cccc(NS(=O)(=O)c2cccs2)c1	2%	-20%	0%	-10%[46.1 µM]	33%[activator][38.3 µM]	6%	-10%	-0.1%
COC(=O)c1cc(OC)c(OC)cc1NC(=O)CC1CCCCC1	9%	7%	-2%	-29%[46.1 µM]	32%[38.3 µM]	?	-14%	0.8%
N#Cc1c(-c2cccnc2)c2c([nH]c1=S)CCCC2	·	·	·	-3%[46.1 µM]	·	2%	-3%	-0.2%
O=c1[nH][nH]c(-c2ccccc2)c1C=Nc1ccccc1Cl	-1%	-11%	-4%	-7%[46.1 µM]	-8%[38.3 µM]	-2%	-3%	-1.2%
COc1ccc(OCC(=O)N/N=C2/C=C(C)CC2)cc1	2%	3%	-4%	3%	-5%	4%	i	-1.5%
O=C1c2cccnc2C(=O)N1c1ccccc1-c1ccccc1	-7%	3%	4%	2%[46.1 µM]	1%[38.3 µM]	-2%	-11%	1.9%
CS(=O)(=O)N(CC(=O)NCc1cccnc1)C1CCCCC1	5%	·	1%	-8%	2%	-6%	-3%	1.0%
O=C(O)CC1(CC(=O)Nc2ccc(Oc3cccc(C(F)(F)F)c3)nc2)CCCC1	-9%	·	·	33%	·	-3%	-3%	-1.3%
CN(C)c1ccc(N=Nc2nc3ccccc3n2C)cc1	113%[activator]	·	·	?	·	-4%	-5%	?

Another view of 4 compounds above.
Values in the order – RGS12 GoLoco inh, SMN2 splice enh, Luc counter, NPSR antagonist, IMPase Li inh, KDM4E inh, RECQ1 helicase, Epigenetic reg
COC(=O)c1cc(OC)c(OC)cc1NC(=O)CC1CCCCC1
 : 9%, 7%, -2%, -29%[46.1 µM], 32%[38.3 µM], ?, -14%, 0.8%
O=C1c2cccnc2C(=O)N1c1ccccc1-c1ccccc1
 : -7%, 3%, 4%, 2%[46.1 µM], 1%[38.3 µM], -2%, -11%, 1.9%
O=c1[nH][nH]c(-c2ccccc2)c1C=Nc1ccccc1Cl
 : -1%, -11%, -4%, -7%[46.1 µM], -8%[38.3 µM], -2%, -3%, -1.2%
O=C(O)CC1(CC(=O)Nc2ccc(Oc3cccc(C(F)(F)F)c3)nc2)CCCC1
 : -9%, ·, ·, 33%, ·, -3%, -3%, -1.3%

Additional results follow.
SMILES	RGS12 GoLoco inh	SMN2 splice enh	Luc counter	NPSR antagonist	IMPase Li inh	KDM4E inh	RECQ1 helicase	Epigenetic reg
Cc1ccc(O)c(N=NC2=C(O)CC(C)(C)CC2=O)c1	-3%	-88%[inhibitor]	-2%	-17%	23%	0.56µM*	10%	1.1%
COc1ccc(C(=O)NCC(=O)N=Nc2c(O)n(Cc3ccccc3)c3ccccc23)cc1OC	-9%	28%	-1%	-16%	17%	-20%	-4%	0.0%
Cc1nc2cnccc2n1C	-5%	12%	-3%	12%	-1%	6%	-3%	-2.6%
COC(=O)CCCC1=CC2=C(c3ccccc3)C(=O)C(C)(OC(=O)C3CCCC3)C(=O)C2=CN1Cc1ccccc1 (stereo unspecified)	7%[14.2 µM]	-9%[9.22 µM]	-10%[7.66 µM]	·	14%	-15%[11.4 µM]	7%[11.5 µM]	·
CCOC(=O)Nc1oc2ccccc2c(=O)c1CN1CCOCC1	5%	-15%	-1%	?	15%[38.3 µM]	-7%	i	-1.1%

Screens deposited in PubChem by National Center for Advancing Translational Sciences (NCATS).
